# MrgX1 agonist: activates human MrgX1 receptor signaling; B-score at 10 µM; 310,000 compounds, 0.44% hits; MrgX1-HEK293 cells, Fluo-4 calcium fluorescence, agonist mode; hits give high values; Q96LB2; AID 588627;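 active = calcium response B-score plate-corrected fluorescence ratio at least 3 library SD, with starting fluorescence B-score inside 5 SD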
#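 Material: HEK293 cells stably expressing human MrgX1 receptor | Quantity: 15,000 cells per well | Times: Cells plated overnight, dye loaded 0.5 h 37 °C, 0.5 h room temperature | Measured by: Kinetic Fluo-4 NW fluorescence of intracellular calcium | Control set: Positive and negative controls per plate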
# TMEM16A inh: blocks the mouse calcium-activated chloride channel TMEM16A; Q8BHY3; HEK293 TMEM16A/YFP iodide influx fluorescence, ionomycin; normalized B-score (activity score, 25-100; higher = stronger inhibition) at 10 µM; 310,000 compounds, 1.2% hits;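 active = ratio plate-corrected score three or more library SD toward inhibition, starting fluorescence score within five deviations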;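 also: score derived from kinetic fluorescence span divided by baseline fluorescence per well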
# MrgX1 PAM: allosterically activates human MrgX1 receptor signaling; MrgX1-HEK293, Fluo-4 calcium flux, FDSS; hits give high values; B-score at 10 µM; 310,000 compounds, 0.63% hits; AID 588675;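 active = plate-corrected calcium response at least 3 library SD above typical, normal starting fluorescence, not activating the receptor alone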;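 also: compound read alongside a low EC10 to EC30 dose of BAM8-22 agonist; peak minus trough fluorescence over baseline measured at the second addition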
# TRPC4 agonist: activators of mouse TRPC4 channel. Q9QUQ5. HEK293 TRPC4beta/mu-opioid, Fluo4 calcium fluorescence; hits give high values. B-score at 10 µM. 310,000 compounds, 0.49% hits;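 active = B-score above 5 SD of library B-scores, and initial fluorescence ratio not above library mean plus 5 SD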;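 also: positive B-score marks a calcium rise read as TRPC4 activation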
# Target sequence (Q9QUQ5 whole entry, looked up): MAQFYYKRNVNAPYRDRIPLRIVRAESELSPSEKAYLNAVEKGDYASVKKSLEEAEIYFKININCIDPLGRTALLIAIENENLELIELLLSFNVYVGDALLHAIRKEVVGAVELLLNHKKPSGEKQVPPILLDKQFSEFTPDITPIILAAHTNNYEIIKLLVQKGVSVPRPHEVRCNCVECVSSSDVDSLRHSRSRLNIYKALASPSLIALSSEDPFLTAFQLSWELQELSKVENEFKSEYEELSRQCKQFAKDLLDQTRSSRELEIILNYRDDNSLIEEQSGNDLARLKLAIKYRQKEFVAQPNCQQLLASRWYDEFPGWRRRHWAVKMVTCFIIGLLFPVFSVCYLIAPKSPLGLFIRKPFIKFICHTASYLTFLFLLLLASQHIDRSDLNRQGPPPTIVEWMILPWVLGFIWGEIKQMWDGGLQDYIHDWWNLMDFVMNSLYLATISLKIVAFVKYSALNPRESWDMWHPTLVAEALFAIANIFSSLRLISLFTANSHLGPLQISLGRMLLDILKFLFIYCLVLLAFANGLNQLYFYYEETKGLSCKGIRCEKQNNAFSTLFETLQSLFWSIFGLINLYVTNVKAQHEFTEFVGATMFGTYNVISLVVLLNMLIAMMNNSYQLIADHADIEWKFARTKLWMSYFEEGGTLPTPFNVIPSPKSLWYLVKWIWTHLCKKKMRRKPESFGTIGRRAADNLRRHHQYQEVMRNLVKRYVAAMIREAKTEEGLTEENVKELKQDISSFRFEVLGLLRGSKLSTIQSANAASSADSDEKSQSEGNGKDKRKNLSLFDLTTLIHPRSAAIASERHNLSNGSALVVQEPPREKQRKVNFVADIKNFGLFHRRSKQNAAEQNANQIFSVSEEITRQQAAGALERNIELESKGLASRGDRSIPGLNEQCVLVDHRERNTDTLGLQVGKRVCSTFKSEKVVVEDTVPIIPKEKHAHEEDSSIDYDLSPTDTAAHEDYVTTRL
#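 Assay system – TRPC4beta and mu-opioid receptor HEK293 stable cells · Measured by – Fluo4 fluorescence, kinetic · Schedule – dye loading 45 min room temperature, 110 s kinetic read · Read-out – B-scored integrated calcium fluorescence ratio · Controls – buffer and maximal DAMGO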
# MrgX1 antagonist: antagonists of human MrgX1 receptor. B-score at 10 µM. 310,000 compounds, 1.3% hits. Q96LB2. AID 588676. MRGX1-HEK293 calcium flux, Fluo-4, BAM8-22 antagonism; hits give low values;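 active = calcium-response B-score plate-corrected more than 3 library SD below zero, starting fluorescence within 5 deviations, no agonist response on first addition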;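 also: peak minus trough fluorescence over baseline after final BAM8-22 challenge near maximal dose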
# SKKanGAS inh: blocks kanamycin growth of S. pyogenes SKKanGAS strain. BacTiter-Glo, 6 h. inhibition, % at 7.5 µM. 300,000 compounds, 1.3% hits. AID 1662;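 active = mean replicate score, as percent of positive control median, at least 50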;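 also: strain carries kanamycin resistance gene driven by streptokinase promoter and grows in 40 µg/ml kanamycin; loss of luminescence reflects streptokinase promoter inhibition or plain growth inhibition; 0% = median of DMSO wells and 100% = positive control at its reference dose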
# TMEM16A act: mouse TMEM16A channel activation, primary screen. HEK293 TMEM16A/YFP-H148Q/I152L, iodide quench fluorescence; hits give low values. B-score at 10 µM. 340,000 compounds, 0.3% hits. AID 623877;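 active = fluorescence-ratio B-score plate-corrected deviation score at least 3 library SD below zero, with starting fluorescence score within 5 deviations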;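 also: channel opened by trigger with iodide after compound preincubation; score built on the fluorescence ratio of max minus min over baseline; more negative score means more quench and so TMEM16A activation or potentiation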
# TRPC6 activator: activators of mouse TRPC6 channel; HEK293-TRPC6 membrane potential dye fluorescence; hits give high values; B-score at 10 µM; 310,000 compounds, 0.13% hits; AID 2550;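 active = B-score of the integrated fluorescence ratio above library mean plus 3 SD, and starting fluorescence ratio within library mean plus 5 SD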;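 also: higher score means more depolarization so channel activation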
# TRPC4 inh: blocks the mouse TRPC4 cation channel. Q9QUQ5. B-score at 10 µM. 300,000 compounds, 0.39% hits. HEK293 TRPC4beta/mu-opioid, DAMGO-evoked Fluo4 calcium flux; hits give low values;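 active = B-score over 3 SD under the library average, no early fluorescence shift, positive overall ratio signal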
#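 Material: HEK293 cells with stable TRPC4beta plus mu-opioid receptor expression / Probe or stimulus: DAMGO in two steps, submaximal then maximal / Compound: single concentration per test compound / Technique: kinetic Fluo4 fluorescence imaging of calcium influx / Read-out: per-well B score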
# TRPC4 potent: TRPC4 (mouse) allosteric potentiation | 310,000 compounds, 0.42% hits | AID 2227 | Q9QUQ5 | HEK293 TRPC4beta/mu-opioid, DAMGO EC20, Fluo-4 Ca2+ flux; hits give high values | B-score at 10 µM;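 active = B-score of calcium response area above 5 SD of library B-scores, with initial fluorescence ratio within 5 SD of library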;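 also: B-score of integrated fluorescence ratio over time as area under calcium response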
# TRPC6 inhibitor: inhibitors of mouse TRPC6 channel | Q61143 | HEK293-TRPC6, membrane potential dye, ACh-evoked depolarization; hits give low values | B-score at 10 µM | 310,000 compounds, 1.1% hits;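 active = B-score under library mean minus 3 SD, initial fluorescence not abnormally high, positive integrated signal ratio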;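 also: B-score derived from integrated fluorescence ratio over the kinetic read; more negative B-score means stronger inhibition of depolarization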
# An asterisk follows results filed as active; i = inactive; & = joins results of further samples. Rows are unselected; overall some 6.7% were active at least once.
SMILES,MrgX1 agonist,TMEM16A inh,MrgX1 PAM,TRPC4 agonist,MrgX1 antagonist,SKKanGAS inh,TMEM16A act,TRPC6 activator,TRPC4 inh,TRPC4 potent,TRPC6 inhibitor
Cc1ccc(S(=O)(=O)N2CCC(C(=O)NC3CC(C)(C)NC(C)(C)C3)CC2)cc1,i,i,i,i,i,12,i,i,i,i,i
C=CCn1c(-c2cccn(Cc3ccc(Cl)cc3)c2=O)n[nH]c1=S,i,i,i,i,i,5,i,i,i,i,i
COc1ccc(N2CCN(c3cnc4ccccc4n3)CC2)cc1,i,i,i,i,i,6,i,i,i,i,i
O=C(Oc1ccc2ccc(OC(=O)N3CCOCC3)cc2c1)N1CCOCC1,i,i,i,i,i,-2,i,i,i,i,i
Cc1ccccc1C(=O)Nc1cc(S(=O)(=O)N2CCCCC2)ccc1N1CCN(C)CC1,i,i,i,i,i,-3,i,i,i,11*,i
CC(C)(C)S(=O)(=O)c1ccsc1C(=O)O,i,i,i,i,i,-3,i,i,i,i,i
COc1ccc(C2OC(=O)c3ccccc3S2)cc1 (configuration not stated),i,i,i,i,i,3,i,i,i,i,i
O=C(COC(=O)c1ccc(S(=O)(=O)NCc2ccco2)cc1)c1ccccc1,i,i,i,i,i,-2,i,i,i,i,i
CCN(CCCNC(=O)CC1Oc2ccc(C)cc2NC1=O)Cc1ccccc1 (configuration not stated),i,i,i,i,i,6,i,i,i,i,i
CC1CCCN(C(=O)COC(=O)Cc2c(F)cccc2Cl)C1 (configuration not stated),i,i,i,i,i,-2,i,i,i,i,i
CCOC(=O)CSc1nc(-c2ccc(OC)cc2)ns1,i,i,i,i,i,-5,i,i,i,i,i
COc1ccc(-c2csc(-n3ncc(-c4cccs4)c3N)n2)cc1,i,i,i,i,i,-6,i,i,i,i,i
COc1cc(C(=O)NCc2cccc3ccccc23)ccc1OCc1ccccc1,i,i,i,i,i,2,i,i,i,i,i
O=C(O)c1ccc(N2C(=O)CC(N3CCN(c4cccc(Cl)c4)CC3)C2=O)cc1 (configuration not stated),i,i,i,i,i,-3,i,i,i,i,i
CCCCC(=O)N(CCOC)c1nnc(-c2ccc(OC)cc2)s1,i,i,i,i,i,0,i,i,i,i,i
O=C(c1cccs1)N1CCN(c2ncc(Br)cn2)CC1,i,i,i,175*,i,-1,i,i,i,i,i
CCCCCn1c(=N)n(CC(O)COc2ccccc2OC)c2ccccc21 (configuration not stated),i,i,i,i,i,-6&-1,i,i,i,i,i
COC(=O)C(C)Oc1ccc2c(c1)O/C(=C\c1ccco1)C2=O (configuration not stated),i,i,i,i,i,3,i,i,i,i,i
COc1cccc(NC(=S)/C(=C(\[O-])c2ccc(C)c([N+](=O)[O-])c2)[n+]2ccccc2)c1,i,i,i,i,i,-1,i,i,i,i,i
O=C(O)c1c2c(nc3ccccc13)/C(=C/c1cccc([N+](=O)[O-])c1)CCC2,i,i,18*,i,i,0,i,i,i,i,i
Cc1ccc(-c2ccnc3c(Cl)c(C)nn23)cc1,i,i,i,i,i,7,i,i,i,i,i
NC(=S)N/N=C/c1coc2c(ccc3ccccc32)c1=O,i,i,i,i,i,1,i,i,i,i,i
CCCCNC(=O)C(=O)NCC1CCCN1S(=O)(=O)c1cccs1 (configuration not stated),i,i,i,i,i,-3,i,i,i,i,i
O=C(COc1cc2oc(=O)c3c(c2cc1Cl)CCC3)Nc1ccccn1,i,i,i,i,i,4,i,i,i,i,i
Cc1[nH]c2ccccc2c1C(c1ccncc1)N1CCN(c2ccccc2F)CC1 (configuration not stated),i,i,i,i,i,0,i,i,i,i,i
COc1ccc(/C=N/NC(=O)Cn2nnc3ccccc32)cc1OC,i,i,i,i,i,-3,i,i,i,i,i
CC(=O)OCC(OC(C)=O)C(OC(C)=O)C(OC(C)=O)C(=O)Nc1cccc(C)c1 (configuration not stated),i,i,i,i,i,-1,i,i,i,i,i
NCCOc1ccc(C23CC4CC(CC(C4)C2)C3)cc1,i,i,i,i,i,18,i,i,i,i,i
Cn1c(=O)[nH]c(=O)c2c1nc(N1CCNCC1)n2Cc1ccccc1Cl,i,i,10*,i,i,5,i,i,i,i,i
C/C=C/C=N/Nc1nc(-c2ccc([N+](=O)[O-])cc2)cs1,i,i,i,i,i,-3,i,i,i,i,i
CCOC(=O)c1sc2nc(C)nc(Nc3ccc(OC)cc3)c2c1C,i,i,i,i,i,0,i,i,i,i,i
Cc1ccc(C(=O)NN2C(=O)c3ccc(S(=O)(=O)c4ccc(C(=O)O)cc4)cc3C2=O)cc1,i,i,i,i,i,-6,i,i,i,i,i
c1ccc(Oc2cc(-n3cncn3)ncn2)cc1,i,i,i,i,i,-1,i,i,i,i,i
CC(=O)N1CCN(c2cc(N3CCc4ccccc4C3)c(F)cc2[N+](=O)[O-])CC1,i,i,i,i,i,7,i,i,i,i,i
CC(C)CC(OC(=O)c1nsc(Cl)c1Cl)C(=O)NCC1CCCO1 (configuration not stated),i,i,i,i,i,1,i,i,i,i,i
O=C(CN1CCN(Cc2ccccc2)CC1)Nc1ccc2c(c1)CCC2,i,i,i,i,i,-4,i,i,i,i,i
CSc1ccccc1C(=O)Nc1cc(C)ccc1C,i,i,i,i,i,-1,i,i,i,i,i
COc1ccc(OC)c(Cc2nnc(CCC(=O)NC3C4CC5CC(C4)CC3C5)o2)c1 (configuration not stated),i,i,i,i,i,-8,i,i,i,i,i
CCOC(=O)CN1C2=NCCCN2c2ccccc21,i,i,i,i,i,2,i,i,i,i,i
COc1ccc(C(=O)NC2CC2)cc1OC1CCN(Cc2ccccc2F)CC1,i,i,i,i,i,12,i,i,i,i,i

# Among those listed so far, these have a furan ring, fused or not:
SMILES,MrgX1 agonist,TMEM16A inh,MrgX1 PAM,TRPC4 agonist,MrgX1 antagonist,SKKanGAS inh,TMEM16A act,TRPC6 activator,TRPC4 inh,TRPC4 potent,TRPC6 inhibitor
O=C(COC(=O)c1ccc(S(=O)(=O)NCc2ccco2)cc1)c1ccccc1,i,i,i,i,i,-2,i,i,i,i,i
COC(=O)C(C)Oc1ccc2c(c1)O/C(=C\c1ccco1)C2=O (configuration not stated),i,i,i,i,i,3,i,i,i,i,i

# Next structures follow:
SMILES,MrgX1 agonist,TMEM16A inh,MrgX1 PAM,TRPC4 agonist,MrgX1 antagonist,SKKanGAS inh,TMEM16A act,TRPC6 activator,TRPC4 inh,TRPC4 potent,TRPC6 inhibitor
O=C(CCCCCn1c(=S)[nH]c2cc3c(cc2c1=O)OCO3)NCCc1ccccc1,i,i,i,i,i,4,i,i,i,i,i
O=C(CS(=O)c1ccc(Br)cc1)N1CCOCC1 (configuration not stated),i,i,i,i,i,-2,i,i,i,i,i
COCCNC(=O)CN(C(=O)CCC(=O)Nc1cc(C)on1)c1ccc(C)cc1C,i,i,i,i,i,-4,i,i,i,i,i
O=C(Nc1ccccc1)OCCOc1ccccc1,i,i,i,i,i,-4,i,i,i,i,i
CC(NC(=O)Nc1cccc([N+](=O)[O-])c1)c1ccc2c(c1)OCO2 (configuration not stated),i,i,i,i,i,5,i,i,i,i,i
CC(CCc1ccccc1)NS(=O)(=O)c1ccccc1Cl (configuration not stated),i,i,i,i,i,7,i,i,i,i,i
O=C(c1ccc(Cl)c(S(=O)(=O)NCc2ccco2)c1)N1CCN(c2ccccc2F)CC1,i,i,i,i,i,0,i,i,i,i,i
c1ccc(Cc2nn3c(C4COc5ccccc5O4)nnc3s2)cc1 (configuration not stated),i,i,i,i,i,-4,i,i,i,i,i
O=c1c2sc3nc(N4CCOCC4)c4c(c3c2ncn1CCc1ccccc1)CCCC4,i,i,i,i,i,30,i,i,i,i,i
CCOC(=O)CSc1nc2ccc(NC(C)=O)cc2s1,i,i,i,i,i,-9,i,i,i,i,i
Cc1cc(C)nc(SC(C)C(=O)N/N=C/c2cccs2)n1 (configuration not stated),i,i,i,i,i,6,i,i,i,i,i
CCN(CCn1cccn1)C(=O)CCc1nnc(Cc2c[nH]c3ccccc23)o1,i,i,i,i,i,0,i,i,i,i,i
Cc1ccc(C2CC(c3ccccc3C)n3nc(N)nc3N2)cc1 (configuration not stated),i,i,i,i,i,19,i,i,i,i,i
O=C(CNC(=O)C1CCCCC1)NCc1ccco1,i,i,i,i,i,-3,i,i,i,i,i
Cc1ncc(CN2CCC(C(=O)Nc3ccc(Oc4cccnc4)cc3)CC2)cn1,i,i,i,i,i,0,i,i,i,i,i
Cc1ccc(/C=C/C(=O)O)cc1S(=O)(=O)NCCO,i,i,i,i,i,2,i,i,i,i,i
Cc1cccc(Sc2c([N+](=O)[O-])ncn2C)n1,i,i,i,i,i,7,i,i,i,i,i
O=C(CCC(=O)N/N=C/c1c[nH]c2ccccc12)NCc1ccccc1,i,i,i,i,i,-2,i,i,i,i,i
Cc1cccc(CN2CCC(C(=O)Nc3cccc(-c4cccc(F)c4)c3)CC2)n1,i,i,i,i,i,2,i,i,i,i,i
CCOC(=O)c1ccc(COc2ccc(C(C)C)cc2)o1,i,i,i,i,i,1,i,i,i,i,i
CCC(C)n1nccc1NC(=O)C(C)OC(=O)c1cc2ccccc2[nH]1 (configuration not stated),i,i,i,i,i,14,i,i,i,i,i
CCOC(=O)C1CCCN(S(=O)(=O)c2ccc(C)cc2)C1 (configuration not stated),i,i,i,i,i,-3,i,i,i,i,i
CC1(C)CC(=O)C(C(C2=C(O)CC(C)(C)CC2=O)c2ccc(Cl)c([N+](=O)[O-])c2)C(=O)C1 (configuration not stated),91*,i,i,46*,i,0,i,i,i,i,i
O=C(Nc1ccccc1C(=O)O)c1ccc(NC(=O)c2ccc(Br)o2)cc1,i,i,i,i,i,14,i,17*,i,i,i
CN(Cc1ccccc1)C(=O)CCCn1c(=O)[nH]c2cc(Cl)ccc2c1=O,i,i,i,i,i,2,i,i,i,i,i
COc1ccc(C2c3cc(OC)c(OC)cc3CCN2C(=O)c2ccccc2)cc1OC (configuration not stated),i,i,i,i,i,-12,i,i,i,i,i

# Assay outcomes: PubChem BioAssay, several laboratories
